From PubChem
JMJD2A Tudor inh: inhibitors of human JMJD2A Tudor domain; AID 504339; 390,000 tested, 4.4% active; O75164; Potency, µM (series often up to 114 µM), inactives show at the top dose activity change, negative = inhibition, usual class: inhibitors; AlphaScreen JMJD2A-Tudor / H3K4me3 peptide binding; also: potency is read from the fitted curve at half-maximal effect; % is scaled to controls: 0 for no effect and ±100 for the full control effect; nearly all actives have a fitted effect of over 50% in size
GLS inh: blocks human kidney-isoform glutaminase activity; O94925; GLS enzymatic activity, qHTS titration; Potency, µM (top dose mostly 45.5 µM), for inactives: at the top dose activity change, negative = inhibition, hits mostly inhibitors; 410,000 tested, 0.21% active; AID 624170; also: potency is read from the fitted curve at half-maximal effect; % is scaled to controls: 0 for no effect and ±100 for the full control effect
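hKGA; 45 mM KH2PO4 pH 8.2 + 0.02% Tween-20; cpd via pin tool; 1 mM Gln soln; GluOx/HRP/Amplex Red; RT 30 min; fluor. t0 & final.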
Pin1 inhibitor: blocks the human prolyl isomerase Pin1; Potency, µM (doses to about 115 µM), for inactives: at the top dose activity, negative = inhibition, actives largely listed as inhibitors; AID 504891; 390,000 tested, 0.009% active; Pin1 FP peptide displacement, HiFluor488, 10 min; active = well fitted inhibition curve with a large enough effect in the polarisation, with a control signal flat, not every such curve was filed as active; inconclusive = small, poorly fitted or top-dose-only effect, or effect the other way, or a change in a side signal; inactive = no such curve, though single readings can be large or run the other way; the % refers to the polarisation; also: potency is read from the fitted curve at half-maximal effect; % is scaled to controls: 0 for no effect and ±100 for the full control effect
BAZ2B inh: blocks human BAZ2B | Potency, µM (series often up to 114 µM), for inactives: at the top dose activity change, negative = inhibition, most hits filed as inhibitors | AID 504333 | AlphaScreen BAZ2B-H3K14Ac peptide displacement | 360,000 tested, 4.4% active; also: potency is read from the fitted curve at half-maximal effect; % is scaled to controls: 0 for no effect and ±100 for the full control effect; nearly all actives have a fitted effect of over 60% in size
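In this displacement format the biotinylated H3(5-23) peptide acetylated at Lys14 serves as ligand at 50 nM, with BAZ2B at 50 nM in PBS pH 7.4 containing 0.01% Tween-20. Donor and acceptor beads are 10 ug/mL final.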
HP1b binding inh: HP1-beta chromodomain-methylated histone interaction inhibition. 390,000 tested, 0.56% active. AlphaScreen HP1-beta / biotin-H3K9me3 peptide binding. P83916. Potency, µM (doses to about 114 µM), inactives show at the highest dose activity change, negative = inhibition, most hits filed as inhibitors; also: potency is read from the fitted curve at half-maximal effect; nearly all actives have a fitted effect of over 70% in size; inactives centre near 23
Target sequence (P83916 whole entry, looked up): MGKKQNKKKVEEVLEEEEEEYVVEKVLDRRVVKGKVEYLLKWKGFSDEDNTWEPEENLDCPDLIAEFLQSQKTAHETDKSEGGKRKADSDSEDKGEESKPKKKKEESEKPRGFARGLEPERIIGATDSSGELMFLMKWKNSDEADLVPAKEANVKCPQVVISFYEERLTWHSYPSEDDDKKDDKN
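HP1-beta protein (50 nM final) preincubated 30 min at room temperature with biotinylated H3(1-18)K9me3 peptide (50 nM) in PBS pH 7.4, 0.01% Tween-20, then compound added for 30 min. AlphaScreen streptavidin donor/nickel chelate acceptor beads (10 ug/mL final), 30 min dark, luminescence read.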
ERG-DNA inh: ERG Ets/DNA interaction inhibition. fluorescence polarization, His-ERG Ets domain / labelled DNA. Potency, µM (series often up to 76.9 µM), for the others: top-dose FP activity, negative = inhibition, hits mostly inhibitors. 370,000 tested, 0.028% active. P11308; active = well fitted inhibition curve with a large enough effect in the polarisation, with a control signal flat; inconclusive = small, poorly fitted or top-dose-only effect, or effect the other way, or a change in a side signal; inactive = no such curve, though single readings can be large or run the other way; the % refers to the polarisation;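 also: polarization taken with two DNA probes labelled with fluorescein and Texas red; potency is read from the fitted curve at half-maximal effect; % of control where 0% means no effect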
Target sequence (P11308 whole entry, looked up, the tested form may be a part): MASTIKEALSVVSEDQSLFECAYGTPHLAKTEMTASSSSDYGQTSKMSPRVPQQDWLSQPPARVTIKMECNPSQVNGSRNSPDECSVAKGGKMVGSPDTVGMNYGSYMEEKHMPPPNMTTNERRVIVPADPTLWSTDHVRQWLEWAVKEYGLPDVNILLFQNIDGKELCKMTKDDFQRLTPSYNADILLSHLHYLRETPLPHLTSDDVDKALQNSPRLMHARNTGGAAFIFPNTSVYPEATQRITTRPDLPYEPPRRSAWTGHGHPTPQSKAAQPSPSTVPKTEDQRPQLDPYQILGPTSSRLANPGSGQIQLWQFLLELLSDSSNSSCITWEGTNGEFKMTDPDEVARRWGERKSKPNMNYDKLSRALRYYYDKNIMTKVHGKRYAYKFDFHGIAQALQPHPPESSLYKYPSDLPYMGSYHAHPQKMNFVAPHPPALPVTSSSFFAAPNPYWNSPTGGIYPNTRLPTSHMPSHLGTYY
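His-tagged ERG Ets domain (1 uM in the protein solution; 300mM KCl, 50mM Tris-HCl, 1mM EDTA, 1mM DTT, pH 7.5) received compound, then a probe mix of 5 nM fluorescein-DNA and 100nM Texas-615-DNA. Fluorescence polarization was read for both dyes.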
G9a inh: inhibitors of human histone lysine methyltransferase G9a | G9a H3K9 monomethylation, AlphaScreen, 2 h | Potency, µM (doses to about 102 µM), for inactives: at the highest dose activity, negative = inhibition, most hits filed as inhibitors | 350,000 tested, 8.8% active; also: potency is read from the fitted curve at half-maximal effect; % is scaled to controls: 0 for no effect and ±100 for the full control effect; nearly all actives have a fitted effect of over 75% in size
Target sequence (Q96KQ7 913-1193 limits assumed): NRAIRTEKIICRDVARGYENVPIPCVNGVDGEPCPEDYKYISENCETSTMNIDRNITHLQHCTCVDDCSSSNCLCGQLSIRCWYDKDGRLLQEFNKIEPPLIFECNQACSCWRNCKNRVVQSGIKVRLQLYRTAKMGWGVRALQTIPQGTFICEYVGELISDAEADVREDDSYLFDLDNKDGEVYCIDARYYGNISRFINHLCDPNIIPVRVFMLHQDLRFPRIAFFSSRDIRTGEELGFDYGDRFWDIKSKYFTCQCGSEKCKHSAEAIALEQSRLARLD
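Chemiluminescent proximity detection of H3K9 monomethylation, read after 10 min bead incubation in the dark. Reaction: 20 nM G9a, 500 nM biotin-H3K9 peptide, 20 uM SAM cofactor, 2 h, room temperature, following 15 min enzyme-compound preincubation.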
PI4K2A inh: blocks human PI4K2A kinase activity. 420,000 tested, 0.13% active. activity change, negative = inhibition, % at 76.9 µM. purified PI4K2A, ADP-Glo luminescence, 1 h; active compounds read low. Q9BTU6; in the data active = activity change below about -50%; inconclusive = mostly about -30% to -49%;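 also: -100% = wells without enzyme as full effect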
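ADP-Glo luminescence measured ADP generated by PI4K2A enzyme (4 ug/mL before mixing) with 1.2 mM PI substrate (pre-mix) and 300 microM ATP (pre-mix). Tris pH7.5 buffer with MgCl2, Triton X-100; 1 h reaction at ambient temperature.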
PGK inhibitor: blocks T. brucei phosphoglycerate kinase; PGK/GAPDH coupled, Kinase-Glo luminescence, 60 min; Potency, µM (titrated, usually from 57.5 µM), without a hit: top-dose activity change, negative = inhibition, actives largely listed as inhibitors; 380,000 tested, 0.043% active; AID 602233; also: potency is read from the fitted curve at half-maximal effect; % is scaled to controls: 0 for no effect and ±100 for the full control effect; nearly all actives have a fitted effect of over 60% in size
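Luminescent ATP detection (Kinase-Glo Plus) follows a 60-minute room-temperature incubation, with wells lacking PGK as controls. Buffer: 100 mM TEA (pH 7.6), 5 mM MgCl2, 0.01% Tween-20. Coupling enzyme GAPDH (100 nM final) supplies unstable 1,3-BPG in-well.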
* hit, by the source's call; i = inactive; ? = inconclusive; . = not tested or not shown; [ ] = dose if it differs, or a comment. Unless noted, calls follow the shape of the dose curve; as a rule, active = well fitted curve in the direction sought with a large enough effect; inconclusive = small, poorly fitted or top-dose-only effect, or another doubt; inactive = no such curve, though single readings can be large; an effect the other way counts as inactive or inconclusive.

SMILES	JMJD2A Tudor inh	GLS inh	Pin1 inhibitor	BAZ2B inh	HP1b binding inh	ERG-DNA inh	G9a inh	PI4K2A inh	PGK inhibitor
CNC(=O)Cn1cc(S(=O)(=O)Cc2ccccc2F)c2ccccc21	-15%	-8%	1%	-10%	-16%	0%	0%[59 µM]	2	-4%
O=C(O)c1ccc(COc2ccccc2Cl)cc1	-13%	4%	0%	14%	28%	-8%	-5%[59 µM]	-5	-4%
CC(NC(=S)NC(=O)c1ccccc1Br)c1ccccc1 (stereo not drawn)	?	0%	-1%	-33%	-1%	2%	.	-2	-8%
CCN(CC(=O)Nc1ccc(OC)cc1)CC(=O)Nc1sc2c(c1C(=O)OC)CCCC2	?	-7%	16%	-28%	24%	0%	15%[2.33 µM]	6	-3%
COc1ccc(CC(=O)Nc2ncc([N+](=O)[O-])s2)cc1OC	?	?	-8%	-12%	28µM*	-4%	11µM*	2	-18%
CCn1ccnc1CNC(=O)c1cc(COc2ccc(F)cc2F)on1	-3%	-6%	2%	-24%	8%	-3%	.	-2	7%
COc1ccc(C(=O)N2N=C(c3ccc(NS(C)(=O)=O)cc3)CC2c2cccs2)cc1 (stereo not drawn)	-25%	-31%	51%[activator]	-14%	-4%	10%	-9%	0	-3%
O=C(CCS(=O)(=O)Cc1cccc(Cl)c1)NCCc1ccccc1	-17%	-4%	-2%	6%	24%	-1%	13%	1	i
CCOc1ccc(NC(=S)NC(=O)c2c(Cl)c(C)nn2C)c([N+](=O)[O-])c1	-12%	6%	0%	-10%	-10%	-12%	17%[59 µM]	2	-8%
Cc1ccc(NC(=S)N2CCCN(Cc3ccc(F)cc3)C2)c(C)c1	-31%	5%	6%	?	17%	4%	43%[59 µM]	5	5%
COc1cc(C)c(C)cc1S(=O)(=O)N1CCN(Cc2ccc3c(c2)OCO3)CC1	-29%	16%	0%	?	-1%	-6%	-53%[59 µM]	4	0%
O=C(C[C@H]1C[C@H](C(=O)N2CCOCC2)[C@@]2(CCC3CCCC3)c3[nH]c4cc(-c5ccco5)ccc4c3CCN2C1=O)NCCN1CCOCC1	-26%	2%	12%	.	?	-1%	.	0	-5%
CCCCCCOC(=O)c1ccc(N)cc1	10%[11.4 µM]	-1%	?	6%	72%[activator]	6%	.	4	9%
O=[N+]([O-])c1ccc(N2CCN(S(=O)(=O)Cc3ccccc3)CC2)cc1N1CCOCC1	-30%	6%	-8%	-5%	3%	-3%	-27%[12.7 µM]	2	i
COc1cc2nc(CN3CCOCC3)n(CC(=O)NCC(F)(F)F)c(=O)c2cc1OC	-19%	-10%	-5%	3%	60%[activator]	0%	.	-7	-4%
CSCCC(NS(=O)(=O)c1ccc(Cl)c(Cl)c1)C(=O)O (stereo not drawn)	-19%	8%	-3%	-2%	16%	2%	-9%	-2	-3%
COc1ccc(CN2CCN(Cc3cccc(OC)c3)C(CCO)C2)cc1 (stereo not drawn)	0%	3%	2%	1%	34%	-3%[15.4 µM]	5%[59 µM]	6	1%
COC(=O)c1ccc(NC(=O)C(=O)NCC(c2cccnc2)N2CCN(c3ccccc3)CC2)cc1 (stereo not drawn)	-17%	2%	2%	-12%	45%[activator]	7%	-22%[59 µM]	2	i
COC(=O)C1=C(C)N(c2cccc(C)c2)C(=O)/C1=C\c1cccs1	?	0%	2%	10µM*	?	-1%	11µM*	5	-6%
Cc1csc(NC(=O)C2CCN(S(=O)(=O)c3ccccc3)CC2)n1	-12%	12%	-2%	10%	28%	-1%	-7%	3	7%
CCCOc1ccc(NC(=O)CC2C(=O)N(c3cccc(OC)c3)C(=O)N2CCc2ccncc2)cc1 (stereo not drawn)	-13%	-8%	1%	-20%	25%	-4%	-2%[59 µM]	-3	7%
Cc1ccc(C2/C(=C(\O)c3cnn(-c4ccccc4)c3C)C(=O)C(=O)N2CCN(C)C)o1 (stereo not drawn)	-9%[11.4 µM]	0%	-5%	-24%	53%[activator]	10%	-32%[59 µM]	3	2%
Cc1ccc2[nH]c(=O)c3cc(C(=O)NCCCN4CCC(C)CC4)sc3c2c1	1%	14%	4%	-1%	34%	0%	8%[59 µM]	1	i
S=c1[nH]nc(-c2n[nH]c3c2CCC3)n1/N=C/C=C/c1ccco1	5µM*	?	?	?	-12%	9%	.	-3	-11%
CCC(=O)N1CCc2cc(Br)c(S(=O)(=O)CCC(=O)NCCc3ccccc3)cc21	-5%	12%	-8%	.	17%	3%	.	-6	i
CN(CC(CC(=O)Nc1nncs1)c1ccccc1)S(=O)(=O)c1ccccc1 (stereo not drawn)	-21%	5%	-5%	-8%	23%	-5%	?	-5	-5%
Cc1ccc(NC(=O)C2CCCO2)c(Br)c1 (stereo not drawn)	-30%	-1%	-3%	.	35%[activator]	11%	.	5	-3%
Cc1nc2c3ccccc3n(Cc3ccccc3F)c2s1	9%	-8%	0%	?	18%	-6%	?	5	-4%
CC(=Nc1ccccc1)C1=C(O)CSC1=O	-18%	3%	-11%	?	-5%	-3%	50µM*	-1	.
Nc1cc2c3c(cccc3c1)C(=O)N(CCN1CCCC1)C2=O	-10%	-10%	?	-4%	29%	-7%	39%[0.501 µM]	-5	-6%
COc1ccccc1-c1nnc(SCC(=O)NC2CCCCC2)n1C	-10%	7%	-3%	0%	-1%	-13%	1%[59 µM]	2	-6%
COc1ccc2oc(C)c(NC(C)=O)c2c1	-6%	9%	3%	8%	3%	2%	-6%[59 µM]	-3	i
CCOC(=O)c1c(NC(=O)C(F)(OC)C(F)(F)F)sc2c1CCN(C)C2 (stereo not drawn)	-13%	10%	26%	-5%	15%	7%	-40%[0.0925 µM]	-3	0%
COc1ccc(OCc2cc(C(=O)N(C)CC3CCCCO3)no2)c(Cl)c1 (stereo not drawn)	-5%	0%	2%	6%	21%	0%	.	-1	-5%
O=C(Nc1nnc(-c2ccccc2)o1)Nc1ccc(F)cc1F	-12%	0%	4%	-31%	11%	-4%	24%[12.7 µM]	8	-7%
CN(CCc1ccccc1)C(=O)c1ccc(NC(=O)Cc2cccc(NC(=O)C3CCN(C(=O)c4ccccc4)CC3)c2)cc1	-5%	2%	8%	.	33%	14%	.	1	-6%
C1COCCNCCOCCOCCOCCN1	-16%	7%	2%	8%	9%	-1%	18%	1	1%
COc1cc(C(=O)C(O)c2ccc(O)c(OC)c2)ccc1O (stereo not drawn)	-9%	?	3%	.	4%	3%	.	0	-10%
COc1ccc(OC)c(NC(=O)Nc2ccc(Cl)cc2)c1	?	13%	-25%	?	-15%	.	?	1	.
Cc1csc(C(C#N)C(=O)c2cc3ccccc3o2)n1 (stereo not drawn)	?	23%	20%	?	-11%	6%	-23%[59 µM]	-8	.
COC(=O)C1=C(C)n2nnnc2NC1c1ccc(Cl)cc1 (stereo not drawn)	5%	18%	-3%	9%	33%	3%	-6%[59 µM]	-2	-2%
CC(=O)C1=C(C)NC(=O)CC1c1ccccc1Cl (stereo not drawn)	-2%	3%	0%	-3%	22%	-1%	24%[12.7 µM]	-5	-1%
Cc1ccc2cc(CCNC(=O)c3cccs3)c(=O)[nH]c2c1	-11%	11%	3%	2%	34%[activator]	-9%	-15%	-8	-4%
Cc1cccc(C)c1NC(=O)CSc1nnc(-c2ccoc2C)n1CCc1ccccc1	-2%	-1%	-11%	-34%	31%	-7%	6%[12.7 µM]	3	-6%
CN1CCc2c(sc3c2C(=O)NC(c2ccc(OC(=O)c4ccc(Cl)cc4)cc2)N3)C1 (stereo not drawn)	-11%	-1%	?	?	22%	-5%	16µM*	-14	-9%
N#Cc1ccc2nc3c(nc2c1)CCCC3	-14%	-6%	2%	-20%	18%	-1%	2%	-4	9%
COc1cccc(OCCn2c(C)c(/C=N/n3cnnc3)c3ccccc32)c1	-19%	0%	-9%	-30%	56%[activator]	-9%	-26%	0	-3%
CC(C)(C)C(=O)Nc1cccc(-c2nc3ccccc3[nH]2)c1	-15%	4%	-11%	-7%	26%	0%	22%[12.7 µM]	3	-7%
COc1ccc(CNCc2c(C(=O)O)n(Cc3ccc(F)cc3)c3cc(C)ccc23)cc1OC	-15%	9%	?	-20%	8%	6%	-8%[59 µM]	-11	-11%
COc1ccc(C(=O)Nc2cc(-c3nn4c(C)nnc4s3)ccc2C)cc1	-10%	2%	2%	2%	68%[activator]	-3%	5%	-3	-1%
COC(=O)c1ccccc1NS(=O)(=O)c1ccc(F)cc1	25%	-8%	6%	34%	69%[activator]	5%	-5%[59 µM]	-1	i
COCCCN1C(=O)C(O)=C(C(C)=O)C1c1cccc(F)c1 (stereo not drawn)	?	-9%	-4%	?	11%	-8%	50µM*	-1	i
Cc1cc2c(c(SCC(=O)NCCc3ccccc3)n1)C(=O)OC2	2%	-14%	-2%	4%	39%[activator]	-7%	-27%	4	-5%
